Source: PubChem BioAssay
PLCg1 inh: PLC-gamma1 enzyme inhibitors, primary screen, biochemical, fluorescence, purified enzyme; 1-phosphatidylinositol 4,5-bisphosphate phosphodiesterase gamma-1 (Homo sapiens), P19174; fluorogenic substrate; inhibition, % at 12.2 µM; actives 0.84% (n = 370,000); AID 720700, 2013; in the data active = inhibition above about 9.5%
ADAM10 inh: human ADAM10 inhibitors, primary screen, biochemical, QFRET, HTS | Disintegrin and metalloproteinase domain-containing protein 10 (Homo sapiens), O14672 | recombinant ADAM10, EDANS/DABCYL FRET peptide cleavage, 3 h | inhibition, % at 7 µM | actives 0.62% (n = 370,000) | AID 720582, 2013;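 active = inhibition above a per-campaign cutoff equal to the mean of compounds falling between control-based bounds plus 3 SD, cut at about 20% in these data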;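 note: 0% = DMSO wells while the 100% control is not disclosed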
Target sequence (O14672 214-748 limits assumed): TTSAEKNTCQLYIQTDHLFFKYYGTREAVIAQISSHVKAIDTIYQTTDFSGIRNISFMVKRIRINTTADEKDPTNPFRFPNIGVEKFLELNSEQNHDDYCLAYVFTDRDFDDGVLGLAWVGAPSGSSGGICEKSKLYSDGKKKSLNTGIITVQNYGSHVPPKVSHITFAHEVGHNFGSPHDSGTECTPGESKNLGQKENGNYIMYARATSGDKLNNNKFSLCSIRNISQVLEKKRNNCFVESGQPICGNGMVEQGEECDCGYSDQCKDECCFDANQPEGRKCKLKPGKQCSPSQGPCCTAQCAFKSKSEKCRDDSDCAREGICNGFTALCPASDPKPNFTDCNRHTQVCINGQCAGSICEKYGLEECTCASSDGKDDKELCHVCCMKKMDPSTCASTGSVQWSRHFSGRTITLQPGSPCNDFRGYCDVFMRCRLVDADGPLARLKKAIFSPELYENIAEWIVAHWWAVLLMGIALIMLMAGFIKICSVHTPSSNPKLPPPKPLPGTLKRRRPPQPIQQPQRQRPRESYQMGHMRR
ADAM17 inh: ADAM17 inhibitors, primary screen, biochemical, QFRET | Disintegrin and metalloproteinase domain-containing protein 17 (Homo sapiens), P78536 | recombinant ADAM17, EDANS/DABCYL FRET peptide cleavage | inhibition, % at 6.95 µM | actives 0.83% (n = 370,000) | AID 720648, 2013;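 active = inhibition above the mean of compounds lying between control limits plus 3 SD, set per campaign, cut at about 8.5% in these data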;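 note: 0% = DMSO-only wells as the low control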
Tn7 DDE FP: inhibitors of Tn7 peptide binding to fibrin DD(E), primary screen, biochemical, fluorescence polarization, human fibrin, Tn7 probe. Fibrinogen beta chain (Homo sapiens), P02675. FP displacement of FITC-Tn7 peptide from fibrin DD(E); 0% = median of compound wells per plate. inhibition, % at 8.3 µM. actives 0.13% (n = 370,000). AID 720508, 2013;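 active = inhibition above the mean of compounds falling within the control limits plus 3 SD of them, cut at about 14% in these data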;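 note: 0% = plate median of compound wells and 100% = 10 µM Aha-Tn7 peptide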
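Assay system: Human fibrin DD(E) protein | Medium: Tris buffer with calcium and detergent, pH 7.8 | Reagent: 0.1 µM fluorescent Tn7 | Compound dosing: Single point at 8.3 µM | Times: 10 min preincubation, 3 h with tracer, room temperature | Detection: Fluorescence polarization of the labelled Tn7 tracer | Controls: Aha-Tn7 high control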
ASAP1 inh: inhibitors of human ASAP1 ArfGAP activity, primary screen, biochemical, fluorescence polarization | AID 624377, 2012 | actives 0.19% (n = 360,000) | ASAP1-stimulated ARF1 GTP hydrolysis, GDP FP detection | inhibition, % at 16.5 µM | Arf-GAP with SH3 domain, ANK repeat and PH domain-containing protein 1 (Homo sapiens), …; in the data active = inhibition above about 25%;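 note: 0% = vehicle with enzyme and substrate and 100% = no enzyme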
KLK7 zymogen act: proKLK7 zymogen activators, primary screen, biochemical, fluorescence intensity. Kallikrein-7 (Homo sapiens), P49862. purified proKLK7, EDANS-DABCYL substrate fluorescence; 100% is mature enzyme control, 0% vehicle. activation, % at 7 µM. actives 0.9% (n = 370,000);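 active = activation above the mean of all tested compounds plus 3 SD, computed per campaign excluding outliers beyond control limits, cut at about 13% in these data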
Target sequence (P49862 whole entry, looked up): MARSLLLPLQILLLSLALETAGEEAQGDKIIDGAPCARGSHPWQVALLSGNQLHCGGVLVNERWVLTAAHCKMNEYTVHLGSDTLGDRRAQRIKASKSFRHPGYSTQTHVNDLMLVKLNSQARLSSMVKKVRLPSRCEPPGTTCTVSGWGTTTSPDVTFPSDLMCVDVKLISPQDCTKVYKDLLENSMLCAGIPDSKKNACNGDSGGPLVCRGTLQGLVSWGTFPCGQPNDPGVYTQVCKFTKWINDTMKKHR
ARFGAP1 inh: inhibitors of rat ARFGAP1 GAP activity, primary screen, biochemical, fluorescence polarization, GDP tracer. inhibition, % at 16.5 µM. Arfgap1-stimulated ARF1 GTP hydrolysis, GDP FP detection. actives 0.26% (n = 360,000). ADP-ribosylation factor GTPase-activating protein 1 (Rattus norvegicus), Q62848;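 active = inhibition above a per-plate limit, mean inhibition of low control wells plus 3 SD, cut at about 25% in these data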;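 note: 0% = DMSO wells with enzyme and 100% = wells lacking Arfgap1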
Target sequence (Q62848 1-136 limits assumed): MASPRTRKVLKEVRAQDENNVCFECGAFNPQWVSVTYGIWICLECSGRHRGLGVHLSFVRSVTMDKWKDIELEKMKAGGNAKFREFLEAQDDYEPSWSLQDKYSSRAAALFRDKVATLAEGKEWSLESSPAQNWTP
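Material: truncated rat Arfgap1 GAP domain; Incubation: compound-enzyme preincubation 20 min, reaction 120 min, detection 60 min, 25 °C; Read-out: percent inhibition of Arfgap1-stimulated GTP hydrolysis; Technique: FP, GDP Alexa 633 tracer displaced from anti-GDP antibody, 620/688 nm; Controls: No-Arfgap1 wells (100%) versus DMSO full-reaction wells (0%); Replication: single well per compound.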
LEDGF integ inh: blockers of LEDGF/p75-dependent integrase strand transfer – biochemical, TR-FRET, high throughput, primary screen | HIV-1 integrase (with human LEDGF/p75) | TR-FRET IN-LEDGF/p75 DNA integration, Eu/Cy5 | inhibition, % at 3.7 µM | actives 0.64% (n = 370,000);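 active = inhibition above the screen-wide mean plus 3 SD, cut at about 13% in these data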;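 note: signal is the Cy5 over europium emission ratio at 671 and 618 nm; 0% = plate median of compound wells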
DDE Tn6 FP inh: inhibitors of Tn6 peptide binding to fibrin DD(E), primary screen, biochemical, fluorescence polarization, human fibrin, Tn6 probe; Fibrinogen beta chain (Homo sapiens), P02675; Fibrin DD(E) TRITC-Tn6 fluorescence polarization displacement; inhibition, % at 8.3 µM; actives 0.21% (n = 370,000); AID 720509, 2013;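 active = inhibition above a per-campaign cutoff: mean of compounds within control limits plus 3 SD, cut at about 15% in these data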;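 note: 0% = median of all compound wells on the plate and 100% = blocking peptide control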
TDP2 inh: human TDP2 enzyme inhibitors, primary screen, biochemical, epi absorbance, recombinant enzyme; T5PNP hydrolysis, p-nitrophenol absorbance 415 nm; actives 0.34% (n = 370,000); Tyrosyl-DNA phosphodiesterase 2 (Homo sapiens), O95551; inhibition, % at 12.8 µM;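 active = inhibition above the mean of all tested compounds plus 3 SD, set per campaign, cut at about 25% in these data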;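 note: 0% = DMSO with enzyme and 100% = buffer with substrate but no TDP2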
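Evaluation: % inhibition relative to enzyme-containing and enzyme-free wells. Material: recombinant human TDP2. Benchmarks: enzyme-free and DMSO wells. Timing: enzyme reaction with compound for 2 h at 37 °C. Compound dosing: 12.8 µM only. Measured by: p-Nitrophenol epi absorbance. Reagent: T5PNP substrate at 5 mM, a TopII-DNA adduct mimic. Replication: single well per compound.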
Numbers without * were called inactive; i = inactive.

The opening 2 compounds, ahead of the listing:
SMILES | PLCg1 inh | ADAM10 inh | ADAM17 inh | Tn7 DDE FP | ASAP1 inh | KLK7 zymogen act | ARFGAP1 inh | LEDGF integ inh | DDE Tn6 FP inh | TDP2 inh
Cc1noc2ncnc(SCc3ccc(C(F)(F)F)cc3)c12 | -1.4 | -0.2 | 1.1 | -2.4 | -2.9 | -0.3 | -0.2 | 0.3 | 2.2 | 9.6
CNc1ccc(Cl)cc1C(N)=O | i | i | -491.8 | 1.8 | -12.3 | 16.6* | -11.5 | -1.6 | 4.9 | -4.3

The listing, from the first entry:
SMILES | PLCg1 inh | ADAM10 inh | ADAM17 inh | Tn7 DDE FP | ASAP1 inh | KLK7 zymogen act | ARFGAP1 inh | LEDGF integ inh | DDE Tn6 FP inh | TDP2 inh
Cc1noc2ncnc(SCc3ccc(C(F)(F)F)cc3)c12 | -1.4 | -0.2 | 1.1 | -2.4 | -2.9 | -0.3 | -0.2 | 0.3 | 2.2 | 9.6
CNc1ccc(Cl)cc1C(N)=O | i | i | -491.8 | 1.8 | -12.3 | 16.6* | -11.5 | -1.6 | 4.9 | -4.3
O=S(=O)(NCCN1CCOCC1)c1ccc2c(c1)OCCO2 | -1.7 | -5.8 | -5.2 | -2.9 | 7.7 | -0.8 | -4.8 | 3.0 | 5.5 | 4.3
O=C(c1ccco1)N1CCN(C(=O)c2[nH]c(C(F)(F)F)nc2-c2ccccc2)CC1 | -0.3 | -1.0 | 2.0 | 2.1 | -11.7 | -0.2 | 3.4 | -1.4 | 4.4 | -0.5
COC(=O)c1ccccc1NC(=O)NCc1c(C)nn(C)c1C | 3.4 | -5.8 | -2.9 | 3.6 | 5.1 | -1.1 | -0.6 | 3.0 | 3.5 | -1.6
COCc1cc(=O)[nH]c2cc(NC(=O)C(C)(C)CCl)c(C)cc12 | -8.9 | -59.0 | -17.6 | -4.5 | 4.0 | 0.6 | 9.1 | 0.4 | -0.5 | -3.7
O=C(CN1CCCCC1)Nc1ccc(NC(=O)c2ccc(Cl)cc2)cc1Cl | 0.7 | 0.2 | -2.0 | -5.5 | 4.1 | 0.3 | 12.1 | -0.6 | -0.3 | 12.8
Cc1cccc(N(CC(=O)NCCSc2ccccn2)S(=O)(=O)c2ccccc2)c1 | -0.2 | -8.7 | -1.0 | -4.4 | 2.9 | 0.8 | 4.3 | -2.8 | 5.3 | -6.6
CC1(C)CC(=O)c2sc(NC(=O)c3ccco3)nc2C1 | -14.0 | -24.7 | -4.2 | 7.7 | 2.6 | 0.8 | 15.2 | -5.2 | -0.8 | -6.5
Cc1ccc2oc(-c3cccc(NC(=S)NC(=O)c4cccs4)c3)nc2c1 | -13.7 | -12.2 | -8.7 | 1.3 | 3.8 | 0.2 | -3.9 | -2.8 | -10.0 | 3.2
CC(=O)Nc1ccc(C(=O)OCc2ccc(F)cc2Cl)cc1 | -2.2 | 4.2 | 0.7 | -2.1 | -0.6 | -0.1 | 8.9 | -5.1 | -2.0 | -5.8
CCN(c1ccc(OC)cc1)S(=O)(=O)N1CCCC(C(=O)NCc2ccccc2Br)C1 (centres undefined) | 1.0 | 12.2 | 1.3 | -1.6 | -12.7 | -0.2 | 0.8 | 0.2 | -0.1 | 14.8
Cc1cccc[n+]1CC(=O)c1ccc(Cl)cc1 | -3.9 | -10.0 | -5.6 | 3.8 | 7.4 | 0.4 | -7.5 | -0.2 | -0.4 | -4.7
NC(=O)[C@@H]1CCCN1Cc1c(C(=O)N2CCN(C3CCCCC3)CC2)nc2ccccn12 | -67.1 | -130.8 | -43.9 | 3.3 | 6.7 | 2.4 | 9.2 | 4.0 | 0.6 | -9.2
Cc1ccccc1CC1(CO)CCCN(C(=O)c2ccc3ncccc3c2)C1 (centres undefined) | -1.1 | -1.5 | -2.5 | -0.5 | -2.0 | 0.0 | 2.7 | -0.9 | 4.1 | 8.9
O=C(Nc1ccncc1)c1ccc(C(=O)Nc2ccncc2)cc1 | 0.5 | 1.1 | 5.3 | -0.8 | 10.1 | -0.1 | -2.8 | 3.9 | 5.8 | -7.4
O=C(COc1ccc([N+](=O)[O-])cc1)Nc1ccc2c(c1)nc1n2CCOC1 | 1.2 | 3.2 | -0.7 | 1.3 | 14.1 | -0.6 | 2.6 | -3.5 | 3.0 | -4.5
Cc1ccc(OCC(=O)c2cc(C)n(Cc3cccs3)c2C)c([N+](=O)[O-])n1 | 5.4 | 11.3 | 3.8 | -10.0 | 1.3 | 0.6 | 15.0 | 3.6 | -8.3 | -35.8
CCOC(=O)c1ccc(N2C(=O)CC(Sc3nnc(C)s3)C2=O)cc1 (centres undefined) | 1.4 | 1.1 | -1.3 | -2.9 | -10.8 | 0.0 | -7.2 | 0.6 | 0.3 | 6.0
N#Cc1c2n(c3c(=O)[nH]cnc13)CCCC2 | 0.9 | -2.5 | -0.7 | -1.7 | -0.3 | -0.4 | 1.8 | 3.0 | 5.2 | -5.5
CC(C)C[C@H](NC(=O)c1nc[nH]c1C(=O)NCC(=O)OCc1ccccc1)C(=O)OCc1ccccc1 | 9.5 | 45.0* | 23.8* | -13.3 | 18.6 | 0.0 | 6.2 | 0.6 | -9.1 | -22.0
Cc1ccnc(NS(=O)(=O)c2ccc(NS(=O)(=O)c3ccc([N+](=O)[O-])cc3)cc2)n1 | 1.3 | 1.8 | -13.1 | -1.8 | -6.0 | -0.2 | -4.0 | 3.6 | -0.1 | -1.0
Cc1ccc(S(=O)(=O)N2CCC(C(=O)NCCN3CCCCCC3)CC2)cc1 | 3.1 | 10.4 | -2.4 | -0.1 | 3.2 | -0.4 | 3.4 | 2.9 | 0.3 | 1.4
COC(=O)C12CCC3(SCCS3)C(C(=O)OC)(CCC13SCCS3)C2 | 0.9 | 0.6 | 4.7 | 3.0 | -5.8 | -0.5 | -9.4 | -1.4 | 2.8 | 7.5
Cc1ccc(C(=O)NCCNC(=O)c2cnccn2)cc1 | -0.3 | 2.7 | 1.0 | -5.5 | 7.7 | -0.1 | -9.5 | 1.6 | 3.6 | 0.5
COc1ccccc1CC(NC(C)=O)C(=O)NC1CCN(C(=O)Nc2ccccc2Cl)CC1 (centres undefined) | 0.0 | -2.9 | -4.5 | 3.3 | -13.5 | -0.3 | 3.8 | -2.9 | -0.1 | 0.7
O=C(Nn1cnnc1)c1ccc(Cl)cc1 | 1.1 | -3.5 | 0.6 | -2.9 | 2.8 | 0.6 | -2.2 | 3.9 | -2.6 | -0.7
Cc1nnc(N=c2ssnc2Cl)o1 | 2.6 | 3.2 | -1.2 | -6.8 | -11.4 | -0.3 | -3.7 | 1.5 | 5.9 | 11.7
C/C(=N\NC(=O)c1c([N+](=O)[O-])c(C)nn1C)c1ccc(NC(=O)C2CCCC2)cc1 | 0.9 | 0.0 | 1.9 | 0.3 | 5.8 | 0.1 | 10.5 | 0.9 | 0.0 | -1.3
Cc1ccc(S(=O)(=O)NCCC(=O)NC2CCN(Cc3ccccc3)CC2)cc1 | -2.2 | -1.6 | -1.8 | 1.3 | -10.8 | -0.9 | 4.8 | 2.5 | -3.9 | -10.3
N#CC1=C(N)Oc2c(ccc3cccnc23)C1c1ccncc1 (centres undefined) | -17.9 | -5.1 | -5.5 | -0.7 | -6.6 | 1.1 | 6.8 | 2.5 | -3.6 | -5.2
Cn1c(=O)cc(SCC(=O)Nc2cccnc2)c2ccccc21 | 0.8 | -22.8 | -4.5 | 2.0 | 7.5 | 0.1 | -1.7 | -1.3 | 10.3 | 0.1
O=C(NCC1CCCO1)c1ccc(CS(=O)(=O)c2c(Cl)cccc2Cl)o1 (centres undefined) | -2.2 | -9.1 | -1.8 | -2.6 | -10.2 | -0.3 | 3.7 | -1.0 | -6.9 | -0.7
CCOc1ccccc1NC(=O)c1ccoc1C | -0.5 | -2.8 | -3.7 | 0.2 | 4.9 | -0.3 | 5.3 | 1.8 | -7.5 | 3.5
CC1C(=O)N(Cc2ccc([N+](=O)[O-])cc2)c2ccccc2N1C(=O)C1CC1 (centres undefined) | 0.2 | -3.6 | -1.6 | 2.4 | 1.0 | -0.5 | -9.5 | -2.8 | 3.5 | 2.8
O=C(c1csc2c1CCCC2)n1cccn1 | 3.0 | -0.8 | -3.0 | 8.3 | -10.0 | -0.2 | 6.0 | -3.6 | -3.8 | 18.9
CCN(CC)S(=O)(=O)c1ccc(N2CCOCC2)c(NC(=O)CN2C(=O)NC(C)(c3ccccc3)C2=O)c1 (centres undefined) | -16.6 | -13.1 | -4.5 | 2.2 | -1.3 | 1.2 | -0.2 | -1.1 | -7.0 | 3.2
COc1ccc(C(=O)COC(=O)c2nc3nccc(C)n3n2)cc1F | -5.2 | -5.5 | -5.9 | 1.6 | 10.5 | -0.6 | 7.0 | -1.9 | -8.1 | 10.5
Cc1cccc(C(=O)N2CCc3cc(-c4nc(NC(=O)CN5CCCC5)sc4C)ccc32)c1 | -3.1 | 3.0 | 2.2 | -3.0 | 8.5 | -0.1 | -2.1 | 2.3 | -5.7 | 7.5
CCC(=O)Oc1ccc(C(=O)Nc2cccc(C(=O)NCC(C)C)c2)cc1 | 5.5 | -2.5 | 4.0 | -5.9 | -3.5 | 0.3 | 1.8 | 1.3 | -4.1 | -18.4
COc1ccc(/C=C2\C(=O)OCc3cc(OC)c(OC)cc32)cc1OC | 7.4 | 6.1 | 1.5 | 1.9 | 1.9 | 0.2 | 13.2 | 2.0 | -0.7 | 2.1
